CCT modulator: changes cytosolic chaperonin activity; purified chaperonin ATPase assay, HTRF ADP detection, 30 min; actives 0.3% (n = 360,000); activity change, % (test concentration not listed), hits read low; in the data active = activity change below about -30%; note: % is set by controls: 0 for no effect and ±100 for the full control effect
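Nucleotide hydrolysis assay: TRiC at 20–40 nM final (set by batch activity) with 10 uM ATP, 30 min at 37 °C, in presence of 76 uM compound. Detection by competitive ADP HTRF, 30 min ambient.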
Nrf2 activator: Nrf2 pathway activation | AREc32 ARE-luciferase reporter (MCF7-derived line), luminescence, 24 h | Potency, µM (series often up to 46.1 µM), inactives show at the top dose activation, usual class: activators | actives 0.31% (n = 410,000) | AID 624171; note: potency is the fitted concentration of half-maximal effect; % of control where 0% means no effect; nearly all actives have a fitted effect of over 65% in size
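Luminescent ARE reporter assay in AREc32_Fluc cells: overnight plating at 37 deg C, 24 hr compound incubation, Steady-Glo added, 30 min RT before reading.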
ATXN viability: reduces viability in counter-screen for ATXN expression inhibitors. S2 cells (HEK-293 line with an ATXN2-luciferase reporter) viability, CellTiter-Fluor protease fluorescence, 24 h. Potency, µM (titrated, usually from 56.7 µM), most hits filed as cytotoxic. actives 0.49% (n = 400,000); note: potency is the fitted concentration of half-maximal effect; nearly all actives have a fitted effect of over 40% in size
HepG2 tox: counter-screen for TGF-b inhibitors: cytotoxicity in HepG2 cells. Potency, µM (top dose mostly 46.1 µM), without a hit: at the top dose activity change, negative = cytotoxicity, hits mostly cytotoxic. HepG2 CAGA-GFP viability, ATP luminescence, 18 h. actives 0.76% (n = 410,000); note: potency is the fitted concentration of half-maximal effect; some results filed as inactive show a strong effect at the top dose
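HepG2 CAGA-GFP cells (1000/well, DMEM with 1% FBS) received compound, then TGF-beta at 500 pg/mL final, and were incubated 18 hours at 37 degrees C. Viability was read by CellTiter-Glo luminescence. Media-only wells were set as complete cell-killing and DMSO as no toxicity.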
pAkt inh: Akt phosphorylation inhibition. Neuro2A IGF-stimulated pAkt S473 HTRF, 20 min; active compounds read low. activity change, % for hits at 50 µM. actives 0.32% (n = 360,000); in the data active = activity change below about -80%; inconclusive = mostly about -51% to -80%; note: % is set by controls: 0 for no effect and ±100 for the full control effect
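Single-point screen (50 µM final compound) in Neuro2A cells stimulated 20 min with 6 nM IGF at 37 deg C. After lysis, Ser473-phosphorylated Akt read by HTRF (ex 330 nm, em 615/665 nm) as the 665/615 ratio.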
TGFb inhibitor: blocks TGF-b signaling | HepG2 CAGA-GFP TGF-b/SMAD3 reporter, GFP fluorescence, 18 h; TGF-beta stimulated, 500 pg/mL final | Potency, µM (top dose mostly 46.1 µM), for the others: top-dose activity, negative = inhibition, hits mostly inhibitors | actives 1.2% (n = 410,000); note: potency is the fitted concentration of half-maximal effect; % is set by controls: 0 for no effect and ±100 for the full control effect; nearly all actives have a fitted effect of over 65% in size
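First, reporter cells (HEPG2 CAGA-GFP) rested 2 h at 37 degrees C. Next, compounds were pinned in and TGF-beta added to 500 pg/mL final. After 18 h, GFP was imaged per cell and summed per well.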
Mm-Cpn inhibitor: inhibitors of Methanococcus maripaludis chaperonin (MmCpn) | AID 504842 | actives 0.031% (n = 330,000) | purified Mm-Cpn ATPase, ADP Transcreener TR-FRET | Potency, µM (doses to about 76.9 µM), inactives show at the highest dose activity, negative = inhibition, most hits filed as inhibitors; note: potency is the fitted concentration of half-maximal effect; % is set by controls: 0 for no effect and ±100 for the full control effect; nearly all actives have a fitted effect of over 80% in size
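Compound-treated chaperonin, 25 nM final, turns over 10 uM ATP at 37°C for 30 min following a 10 min preincubation; ADP generated competes with ADP-d2 for Eu-cryptate antibody, lowering FRET.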
Nrf2 block: inhibitors of Nrf2 signaling. Potency, µM (doses to about 46 µM), for inactives: at the top dose activity change, negative = inhibition, most hits filed as inhibitors. actives 2.1% (n = 360,000). A549 ARE-Fluc reporter, luciferase luminescence, 18-24 h; note: potency is the fitted concentration of half-maximal effect; % is set by controls: 0 for no effect and ±100 for the full control effect; nearly all actives have a fitted effect of over 60% in size
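Reporter: ARE-Fluc in A549. Exposure: 18-24 h, 37 °C, 5% CO2, 5% FBS OPTI-MEM. Readouts: fluorescent cytotoxicity (CellTiter-Fluor), then luminescent Nrf2 signal after BugLite.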
A549 tox: A549 cytotoxicity, counter-screen for Nrf2 inhibitors; A549 ARE-Fluc cells, CellTiter-Fluor viability, 18-24 h; Potency, µM (series often up to 46 µM), inactives show at the highest dose activity change, negative = cytotoxicity, hits mostly inhibitors; actives 0.16% (n = 390,000); AID 504648; note: potency is the fitted concentration of half-maximal effect; % is set by controls: 0 for no effect and ±100 for the full control effect
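A549 ARE-Fluc cells in 5% FBS OPTI-MEM, 5000 cells/well, rested 2 h then exposed to compounds in concentration-response for 18-24 h at 37 °C. Viability by CellTiter-Fluor fluorescence (Ex 405/Em 525) after 30 min; luciferase luminescence (BugLite, 15 min, RT) read afterwards.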
Numbers without * were called inactive; i = inactive; ? = inconclusive; . = no result given; & = joins results of further samples. Unless noted, calls come from the whole dose curve; as a rule, active = well fitted curve in the direction sought with a large enough effect; inconclusive = small, poorly fitted or top-dose-only effect, or another doubt; inactive = no such curve, though single readings can be large; an effect the other way counts as inactive or inconclusive.

| structure | CCT modulator | Nrf2 activator | ATXN viability | HepG2 tox | pAkt inh | TGFb inhibitor | Mm-Cpn inhibitor | Nrf2 block | A549 tox |
| --- | --- | --- | --- | --- | --- | --- | --- | --- | --- |
| O=C(OCc1c(-c2ccccc2)ncc2ccccc12)c1ccc(Cl)cc1Cl | -1.5 | 0.5% | i | -2.6% | i | -25.0% | 0.9% | -24.5% | 0.8% |
| CCc1ccc2[nH]c(=O)c(CN(CCN(CC)CC)C(=O)Nc3ccccc3OC)cc2c1 | -3.3 | -0.4% | ? | -23.9% | i | 9.5% | -1.0% | ? | -17.5% |
| COC(=O)[C@H]1C[C@H](OC(=O)NCc2ccco2)[C@@]2(O)CN(S(=O)(=O)c3ccc(C)cc3)CC2[C@H]1C(=O)OC (stereo partly drawn) | -1.2 | -0.6% | i | -21.7% | i | -3.8% | . | . | . |
| CN(/N=C/c1ccncc1)c1cnc2ccccc2n1 | 1.0 | 6.5% | ? | 2.5% | i | -7.0% | -0.4% | ? | -11.8% |
| CC(C)C(=O)COc1c2occc2cc2ccc(=O)oc12 | 0.4 | 6.0% | i | 6.3% | i | 24.6% | 0.0% | 0.1% | 2.0% |
| CC(C)CCN1CCN(Cc2cc(F)ccc2-n2cccn2)CC1CCO (stereo not drawn) | 0.8 | -0.2% | i | -15.5% | i | -7.9% | -1.4% | -6.1% | -0.5% |
| COc1ccccc1NC(=O)c1c(C)cc(=O)oc1C | -2.8 | 0.1% | i | -0.2% | i | -0.4% | 2.1% | 10.5% | 0.7% |
| COc1ccccc1C(O)c1ncc(-c2cccc3ccccc23)[nH]1 (stereo not drawn) | -2.7 | -0.9% | i | -41.6% | i | -3.3% | . | . | . |
| Cc1nc2ccn(Cc3ccco3)c(=O)c2cc1C(=O)Nc1ccc(F)cc1 | . | 12.6µM* | . | -14.5% | . | ? | . | -14.5% | 5.1% |
| c1ccc(-c2noc(-c3ccco3)n2)nc1 | -0.3 | 22.3% | i | 6.7% | i | -17.1% | -2.0% | ? | -4.5% |
| O=C(Cn1ccccc1=S)c1ccc(Cl)c(Cl)c1 | -0.8 | 5.0% | i | 18.3% | i | -4.4% | . | -22.0% | -0.7% |
| COc1ccc(-n2c(Cc3cccn3C)nnc2SCC(=O)NCCc2ccccc2)cc1 | 1.0 | 2.8% | i | -12.5% | i | -38.9% | -2.0% | ? | ? |
| COC(=O)c1cc(=O)n(Cc2ccc(F)cc2)c(=NCc2ccc(F)cc2)s1 | -3.4 | 0.0% | i | -3.0% | i | 9.6% | 0.0% | 2.8% | 6.0% |
| CCc1cc(=O)oc2c(C)c3c(cc12)CN(CCc1ccccc1OC)CO3 | . | 5.8% | . | -22.7% | . | 28.7% | . | 3.9% | 6.7% |
| CC(C)NC(=O)c1cc(C(=O)c2cc(Cl)ccc2O)coc1=N | -3.4 | -0.1% | i | -32.2% | i | -10.9% | 0.8% | -11.6% | 6.9% |
| CCOc1ccc(CNC(=O)c2ccc3[nH]c(C)c(C)c3c2)cc1OC | . | 0.6% | . | 1.3% | . | -7.8% | . | ? | 2.4% |
| COc1ccc(CNC(=O)CN2CCC(NC(=O)c3ccccc3C)CC2)cc1 | 0.4 | -0.5% | i | 2.9% | i | 12.8% | -1.3% | 1.8% | 7.2% |
| O=C(NCCc1ccncc1)c1ccc2nc(Cc3cccc(Cl)c3)oc2c1 | -0.5 | -0.2% | i | -9.2% | i | -3.9% | -4.2% | ? | -0.3% |
| CCCSc1cc(=O)n(-c2ccccc2)nc1C(=O)O | 1.4 | -0.8% | i | -5.3% | i | 1.0% | -0.4% | -7.9% | -2.7% |
| CC(C)(C)OC(=O)N[C@H](C(=O)OC(C)(C)C)c1ccc(Br)cc1 | 1.5 | -0.2% | i | -59.3% | i | -1.1% | 1.5% | 4.3% | 14.7% |
| C=CCCC(=O)Nc1nc(C)c(-c2csc(Nc3ccc(Cl)cc3)n2)s1 | -6.2 | 2.7% | i | -11.8% | i | -29.4% | -25.4% | ? | -12.4% |
| Cn1c(=O)c2ncn(CC(=O)Nc3cccc(-c4nc5ccccc5s4)c3)c2n(C)c1=O | -4.3 | 8.0% | i | 3.1% | i | -1.8% | 2.1% | ? | 9.7% |
| Cc1ccc(Nc2c(-c3ccc(N4CCOCC4)cc3)nc3ncccn23)cc1 | 0.4 | -0.3%&-0.8% | i | -29.0%&3.8% | i | -23.3%&2.6% | -2.3% | -20.4%&-23.3% | ? |
| CCCCN(CC)CCCNC(=O)CS(=O)(=O)Cc1nc(-c2ccc(C)cc2)oc1C | . | 5.5% | . | -45.9% | . | ? | . | 1.5% | -18.7% |
| CC(=O)N1CCN(S(=O)(=O)c2ccc3c(c2)CCC(=O)N3)CC1 | 0.1 | -0.1% | i | -0.9% | i | -3.6% | 1.5% | 4.1% | -6.3% |
| CC1CCCN(CCCNC(=O)c2ccc(CS(=O)(=O)c3c(Cl)cccc3Cl)o2)C1 (stereo not drawn) | -0.3 | -0.2% | i | -10.3% | i | -12.3% | -3.6% | 24.4% | -1.1% |
| CN(C)c1nnc(-c2ccc(Cl)cc2)o1 | -3.2 | 7.1% | i | 5.8% | i | -4.2% | -1.8% | 10.0% | -6.3% |
| Cn1nc(CC(=O)N2CCN(c3ccccc3)CC2)c2ccccc2c1=O | -2.8 | -1.0% | i | -0.9% | i | 3.3% | -0.4% | -20.6% | -11.6% |
| O=C(COC(=O)COc1ccc(Cl)cc1Cl)Nc1cccnc1Cl | -1.3 | -0.2% | i | 0.5% | i | 14.4% | 1.7% | 3.0% | 4.7% |
| CCOC(=O)c1c(S(=O)(=O)NCC(=O)NCc2ccccc2Cl)c(C)n(C)c1C | 0.7 | -1.3%&0.2% | i | -5.8%&-3.3% | i | ? | -2.0% | -5.0% | 5.4%&0.5% |

Part of the list above in a different format:
The line under a structure holds: CCT modulator, Nrf2 activator, ATXN viability, HepG2 tox, pAkt inh, TGFb inhibitor, Mm-Cpn inhibitor, Nrf2 block, A549 tox
Cc1ccc(Nc2c(-c3ccc(N4CCOCC4)cc3)nc3ncccn23)cc1
    0.4, -0.3%&-0.8%, i, -29.0%&3.8%, i, -23.3%&2.6%, -2.3%, -20.4%&-23.3%, ?
O=C(NCCc1ccncc1)c1ccc2nc(Cc3cccc(Cl)c3)oc2c1
    -0.5, -0.2%, i, -9.2%, i, -3.9%, -4.2%, ?, -0.3%

(next part)
| structure | CCT modulator | Nrf2 activator | ATXN viability | HepG2 tox | pAkt inh | TGFb inhibitor | Mm-Cpn inhibitor | Nrf2 block | A549 tox |
| --- | --- | --- | --- | --- | --- | --- | --- | --- | --- |
| O=C(O)CCC(=O)N1N=C(c2cccs2)CC1c1ccc(Br)cc1 (stereo not drawn) | -5.0 | 0.4% | i | -3.8% | i | 3.0% | -1.1% | -17.5% | 0.8% |
| c1ccc(Oc2ncnc3ccccc23)cc1 | 1.6 | 5.5% | i | -5.6% | i | -7.7% | . | 11.8% | 1.1% |
| Cc1sc(NC(=O)CSc2nc(N)n(CC(=O)c3ccccc3)n2)c(C#N)c1C | 0.6 | 2.1% | i | -27.7% | . | -19.3% | -12.2% | ? | -24.7% |
| O=C(NCCc1ccccc1F)c1[nH]c(C(F)(F)F)nc1-c1ccccc1 | 2.7 | -0.2% | i | -10.9% | i | -25.1% | . | . | . |
| CC(C)OP(=O)(OC(C)C)C(Nc1cccc(C(=O)O)c1)c1ccccc1 (stereo not drawn) | -2.1 | -0.6% | i | 2.9% | i | 1.9% | 0.7% | -1.7% | 1.9% |
| Cc1cc(NC(=O)CCC(=O)N(CC(=O)NC2CCCC2)Cc2ccccc2Cl)no1 | 0.6 | -0.1% | . | -11.7% | i | 2.0% | 4.7% | 10.4% | -0.2% |
| COc1ccc(Cn2cnc3c4cc(F)ccc4n(C)c3c2=O)cc1 | -1.1 | 0.4% | ? | -13.5% | i | 6.4% | 0.9% | 0.6% | 5.1% |
| Cn1c(CNC(=O)c2ccc3c(c2)OCO3)nnc1SCC(=O)Nc1ccccc1F | -2.5 | -0.1% | ? | -4.7% | i | -0.2% | -1.9% | 0.2% | 0.0% |
| Cc1cccc(C)c1NC(=O)CCCSc1nnc(N)s1 | -2.3 | -0.3% | i | 3.3% | i | 0.0% | 1.5% | 0.1% | 1.4% |
| O=C(Nc1ccc(N2CCOCC2)cc1)c1cnccn1 | 1.7 | -2.1% | i | -7.7% | i | -4.2% | 0.8% | ? | -7.2% |
| O=C(NC(=S)NCc1ccco1)c1ccccc1 | 1.2 | 4.7% | i | 21.2% | i | -1.2% | 1.0% | ? | -0.2% |
| CC(=O)N(C(C)=O)C1=C(C#N)C2(CCCCC2)Cc2ccccc21 | -2.6 | 0.1% | i | -23.3% | i | ? | 2.9% | -15.7% | -10.4% |
| O=C(Nc1cccc(C(F)(F)F)c1)c1cc(S(=O)(=O)N2CCCCC2)ccc1N1CCOCC1 | -0.3 | 0.4% | i | -2.2% | i | 4.8% | -3.0% | . | -4.2% |
| COC(=O)C1=C(C)Nc2nnnn2C1c1cc(OC)ccc1OC (stereo not drawn) | -1.7 | -0.8% | i | -23.2% | i | 17.0% | 0.5% | -18.3% | 0.0% |
| CC1CN(c2nc3c(c(=O)n(Cc4ccc(Cl)cc4)c(=O)n3C)n2C)CC(C)O1 (stereo not drawn) | -1.2 | -0.3% | i | -7.4% | i | 8.1% | 0.2% | ? | -9.4% |
| COc1cc(NC(=O)c2n[nH]c(=O)c3ccccc23)cc(OC)c1 | 1.5 | 15.7% | i | -26.2% | i | -8.8% | -2.2% | 5.4% | 7.0% |
| C/C(=N\NC(=O)c1ccccc1)c1ccc(N2CCCCC2)cc1 | -7.6 | -0.1% | i | -4.1% | i | 13.3% | -0.7% | ? | -3.0% |
| Cc1ccc(/C(=N/Nc2ncnc3ccccc23)C(=O)O)cc1 | 0.4 | 7.9% | i | -76.6% | i | ? | -0.1% | ? | 0.2% |
